Screening data from PubChem BioAssay.
Tcruzi prolif – blocks T. cruzi growth in NIH3T3 culture. AID 624255. inhibition, % at 8.34 µM. T. cruzi beta-gal in NIH3T3, GalScreen luminescence, 90 h. hit rate 5.9% among 77,000;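 active means mean inhibition above about 93%, with at least 55% of replicates each passing it, limit read from the data, passing the limit was not always enough; inconclusive means only one of those two conditions holds; inactive means neither condition holds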
GASC1 inh – KDM4C (human) demethylase inhibition | Q9H3R0 | GST-KDM4C 2-372, H3K9me3 peptide, LANCE TR-FRET | inhibition, % at 12.5 µM | hit rate 0.15% among 96,000 | AID 720574;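 active means mean replicate inhibition above about 25%, with at least 55% of replicates also reaching it, limit read from the data, passing the limit was not always enough; inconclusive means only one of those two conditions met; inactive means neither condition met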
Target sequence (Q9H3R0 2-372 limits assumed): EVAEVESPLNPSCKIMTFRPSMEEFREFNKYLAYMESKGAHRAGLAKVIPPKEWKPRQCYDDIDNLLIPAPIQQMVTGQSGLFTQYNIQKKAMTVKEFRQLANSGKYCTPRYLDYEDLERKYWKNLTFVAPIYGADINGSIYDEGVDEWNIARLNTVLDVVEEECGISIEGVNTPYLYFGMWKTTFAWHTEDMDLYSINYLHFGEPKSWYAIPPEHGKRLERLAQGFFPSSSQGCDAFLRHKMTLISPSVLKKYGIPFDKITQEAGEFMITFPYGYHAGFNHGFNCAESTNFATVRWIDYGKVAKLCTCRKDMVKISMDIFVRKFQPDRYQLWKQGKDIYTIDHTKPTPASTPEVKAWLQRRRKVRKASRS
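Assay system: GST-GASC-1 enzyme fragment 2-372 | Amount: 10 nM enzyme | Medium: HEPES buffer, pH 7.5, plus ascorbate | Reagent: H3K9me3 peptide substrate, Fe(II), 2-oxoglutarate | Doses: Single-point compound screen | Incubation: 30 min demethylation and 1 h detection at room temperature | Measured by: LANCE TR-FRET, excitation 340 nm, emissions 618 and 671 nm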
C diff HTS – inhibitors of Clostridium difficile growth; hit rate 0.25% among 86,000; growth activity, negative = inhibition, % at 16 µg/mL (by protocol); Clostridium difficile clinical isolate growth, OD600, 24 h; active compounds read low;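 active means mean growth activity at or below -80% and every replicate also at or below -80%; inconclusive means mean at or below -80% but some replicate above -80%; inactive means mean growth activity above -80%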;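 further: 0% = DMSO wells and -100% = levofloxacin 16 µg/mL wells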
Pf Dd2 growth – inhibitors of Plasmodium falciparum Dd2 growth. P. falciparum Dd2 growth, SYBR Green, 72 h; active compounds read low. hit rate 2.3% among 94,000. AID 1159554. activity change, % at 10 µM; in the data active means activity change below about -80%; inconclusive means no clear call, values can overlap the other calls
Starred values were filed as active, the others as inactive; ? = inconclusive; · = no result given; & = joins results of further samples. Rows are unselected; about 6.8% have a hit in one of these screens.

compound,Tcruzi prolif,GASC1 inh,C diff HTS,Pf Dd2 growth
C[C@H](CO)N1C[C@H](C)[C@H](CN(C)Cc2ccccn2)Oc2cc(-c3ccc(C#N)cc3)ccc2S1(=O)=O,·,1.2,1,-15
C[C@@H](NC(=O)C[C@H]1C=C[C@H](NC(=O)C2CCC2)[C@H](CO)O1)c1ccccc1,-15,2.8,·,-4
COCCNC(=O)C[C@@H]1CC[C@@H](NC(=O)NC2CCCC2)[C@H](CO)O1,·,0.2,-2,0
CCC(=O)N1CC2(C1)CN(C(=O)Nc1ccccc1F)[C@@H](CO)c1c2c2ccc(OC)cc2n1C,·,0.5,0,-22
CC(C)NC(=O)N(C)C[C@@H]1Oc2cc(-c3ccccc3F)ccc2S(=O)(=O)N([C@H](C)CO)C[C@H]1C,2,-0.4,-2,·
O=C(Nc1ccc(C(F)(F)F)cc1)N[C@@H]1CC[C@@H](CC(=O)N2CCCCC2)O[C@@H]1CO,·,-2.1,-3,-3
COc1ccc(S(=O)(=O)N(C)C[C@H]2OCCCC[C@@H](C)Oc3ccc(N(C)C)cc3C(=O)N([C@@H](C)CO)C[C@H]2C)cc1,7,0.1,-6,-4
COc1ccccc1-c1cnc2c(c1)C(=O)N([C@@H](C)CO)C[C@H](C)[C@H](CN(C)C(=O)CC1CC1)O2,-42,-0.7,4,15
C[C@@H]1CN([C@H](C)CO)C(=O)c2cc(NC(=O)NC3CCCCC3)ccc2O[C@@H](C)CCCCO[C@H]1CN(C)C(=O)c1ccccc1,-14,0.3,-16,-21
COc1ccc(S(=O)(=O)N(C)C[C@@H]2Oc3ccc(NC(=O)NC4CCCCC4)cc3CC(=O)N([C@@H](C)CO)C[C@H]2C)cc1,21,-0.1,-7,-70
C/C=C/c1ccc2c(c1)O[C@H](CN(C)C(=O)c1ccncc1)[C@H](C)CN([C@H](C)CO)S2(=O)=O,11,-2.1,0,13
C[C@H]1CN([C@@H](C)CO)C(=O)c2cc(-c3ccccc3F)cnc2O[C@@H]1CN(C)Cc1ccccc1F,103,·,4,-25
CO[C@H]1CN(C)C(=O)c2cc(NC(=O)Nc3cc(F)ccc3F)ccc2OC[C@@H](C)N(C)C[C@@H]1C,10,0.6,·,-29
O=C(Nc1cccc(Cl)c1)N1C[C@H]2[C@@H](c3ccccc31)[C@H](CO)N2C(=O)c1cccnc1,34,-1.3,-1,11
CO[C@@H]1CN(C)C(=O)c2ccc(NC(=O)Nc3ccc(F)cc3)cc2OC[C@@H](C)N(C(=O)c2ccc(F)cc2)C[C@H]1C,60,1.0,-5,?
CCCNC(=O)Nc1ccc2c(c1)C(=O)N(C)C[C@@H](OC)[C@@H](C)CN(Cc1cncnc1)[C@@H](C)CO2,27,-0.7,-4,18
Cc1cccc(S(=O)(=O)N2CC[C@@H]3[C@H](CO)Nc4ccc(C5=CCCCC5)cc4[C@@H]32)c1,-8,0.3,-11,-12
COc1ccc(NC(=O)N(C)C[C@H]2Oc3ccc(NC(=O)C4CC4)cc3CC(=O)N([C@H](C)CO)C[C@@H]2C)cc1,-8,0.8,-2,3
O=C(c1cccc(F)c1)N1CC2(C1)[C@H](c1ccccc1)[C@H](CO)N2C(=O)C1CCOCC1,·,-1.5,1,31
C[C@@H]1CN([C@H](C)CO)C(=O)c2cc(NS(=O)(=O)c3ccccc3)ccc2O[C@@H](C)CCCCO[C@@H]1CN(C)CC1CCCCC1,90,1.5,7,-58
COc1ccccc1NC(=O)N(C)C[C@@H]1Oc2cc(Br)ccc2S(=O)(=O)N([C@H](C)CO)C[C@@H]1C,·,-1.1,-1,-72
COc1ccc(NC(=O)N(C)C[C@@H]2Oc3cc(C#CCC(C)C)ccc3S(=O)(=O)N([C@@H](C)CO)C[C@@H]2C)cc1,99*,-1.2,-8,-50
CO[C@@H]1CN(C)C(=O)c2cc(NC(=O)c3ccccc3F)ccc2OC[C@H](C)N(C)C[C@H]1C,-9,-0.9,·,-28
C[C@H]1CN([C@@H](C)CO)C(=O)c2c(c3ccccc3n2C)-c2ccccc2CO[C@H]1CN(C)Cc1cccc(C(=O)O)c1,-18,0.8,-3,-32
CCC(=O)N1[C@H](C(=O)NC2CCC2)[C@@H](CO)[C@@H]2Cn3c(ccc(C4=CCCC4)c3=O)[C@@H]21,5,0.8,0,1
C[C@H]1CN([C@@H](C)CO)C(=O)c2cc(C3=CCCC3)cnc2O[C@@H]1CN(C)C(=O)c1ccccn1,·,2.5,2,-15
C/C=C/c1ccc2c(c1)[C@@H]1[C@@H](CCN1S(=O)(=O)c1ccccc1C)[C@H](CO)N2,·,-1.9,6,-86*
CCCC#Cc1ccc2c(c1)O[C@H](CN(C)Cc1cccnc1)[C@@H](C)CN([C@@H](C)CO)S2(=O)=O,128*,0.5,8,-58
CS(=O)(=O)N1CC(=O)N2[C@H](CO)[C@H](c3ccc(C#CCc4ccccc4)cc3)[C@@H]2C1,·,0.6,1,-34
CCCNC(=O)N1[C@@H]2CN(C(=O)c3cccnc3)c3ccccc3[C@@H]2[C@@H]1CO,33,-1.0,-9,2
Cc1noc(C)c1S(=O)(=O)Nc1ccc2c(c1)C(=O)N([C@H](C)CO)C[C@@H](C)[C@H](CN(C)C)O2,-4,5.1,-2,17
C[C@@H]1CN([C@@H](C)CO)C(=O)c2cc(NC(=O)Cn3cnnn3)ccc2O[C@@H]1CN(C)C(=O)Nc1ccc2c(c1)OCO2,-105,7.1,·,-20
C[C@H](CO)N1C[C@H](C)[C@H](CN(C)Cc2ccc(C(=O)O)cc2)Oc2ccc(NS(=O)(=O)c3ccccc3)cc2CC1=O,-13,1.0,-3,28
C[C@@H]1CN([C@@H](C)CO)C(=O)Cc2cc(NS(C)(=O)=O)ccc2O[C@H]1CN(C)C(=O)Nc1ccc(C(F)(F)F)cc1,25,0.8,-2,17
CCC(=O)N1CCCCN2[C@H](C1)[C@H](c1ccc(-c3cccc(C#N)c3)cc1)[C@@H]2CO,87,1.0,4,-19
COc1ccccc1-c1cnc2c(c1)C(=O)N([C@@H](C)CO)C[C@H](C)[C@@H](CN(C)C(=O)c1ccncc1)O2,27,-3.4,-3,5
O=C(C[C@@H]1C=C[C@@H](NS(=O)(=O)c2ccc(F)cc2)[C@H](CO)O1)N1CCN(c2ccccc2)CC1,-48,0.7,·,4
C[C@@H]1CN([C@@H](C)CO)C(=O)c2cccc(NS(=O)(=O)c3ccccc3)c2O[C@@H]1CN(C)C,24,-0.4,-4,-22
COc1ccccc1CNC(=O)C[C@@H]1C[C@H]2c3cc(NC(=O)CN(C)C)ccc3O[C@H]2[C@H](CO)O1,60,-2.3,·,-28
CC(C)NC(=O)N(C)C[C@H]1Oc2ccc(NC(=O)Cc3ccccc3)cc2C(=O)N([C@H](C)CO)C[C@@H]1C,·,0.5,3,-6
COc1ccc(S(=O)(=O)N(C)C[C@@H]2Oc3c(NC(=O)c4cc(C)nn4C)cccc3C(=O)N([C@@H](C)CO)C[C@@H]2C)cc1,-76,1.3,7,15
CN1CCN(C(=O)C[C@@H]2CC[C@H]3[C@@H](COc4ccc(NC(=O)c5ccc(F)c(F)c5)cc4C(=O)N3C)O2)CC1,-2,1.2,-1,-3
C[C@H](CO)N1C[C@H](C)[C@@H](CN(C)Cc2ccccn2)Oc2ncc(C3=CCCC3)cc2C1=O,-68,1.1,-2,0
CC(=O)N1CC2(C1)[C@H](c1ccc(-c3ccc(F)cc3)cc1)[C@H](CO)N2C(C)=O,·,-0.4,-5,-34
COCC(=O)N1CC[C@@H]2[C@H](CO)Nc3ccc(C#Cc4ccc(F)cc4)cc3[C@@H]21,42,-0.3,-21,-9
CCCN1C[C@H](C)[C@@H](OC)CN(C)C(=O)c2cc(NC(=O)Nc3c(C)noc3C)ccc2OC[C@H]1C,-19,3.0,·,7
C[C@@H]1CN([C@H](C)CO)C(=O)Cc2cc(NC(=O)C3CC3)ccc2O[C@H]1CN(C)S(C)(=O)=O,1,0.7,-1,9
O=C(Nc1ccccc1F)N[C@@H]1C=C[C@H](CC(=O)N2CCCCC2)O[C@@H]1CO,16,1.5,-4,1
CC=Cc1ccc2n(c1=O)C[C@@H]1[C@@H](CO)[C@H](C(=O)NCCC)N(Cc3cccnc3)[C@H]21 (mixture of isomers),-32,2.4,0,·
Cc1noc(C)c1S(=O)(=O)Nc1ccc2c(c1)CC(=O)N([C@@H](C)CO)C[C@@H](C)[C@@H](CN(C)S(=O)(=O)c1c(C)noc1C)O2,-2,3.2,-2,5

(continued)
compound,Tcruzi prolif,GASC1 inh,C diff HTS,Pf Dd2 growth
COc1ccc(S(=O)(=O)N(C)C[C@@H]2Oc3c(cccc3N(C)C)C(=O)N([C@@H](C)CO)C[C@@H]2C)cc1,14,3.6,10,-2
Cc1ccccc1S(=O)(=O)NCC[C@@H]1CC[C@H](NC(=O)C2CCOCC2)[C@H](CO)O1,-11,0.2,·,0
CCC(=O)Nc1ccc2c(c1)C(=O)N(C)[C@H]1CC[C@@H](CC(=O)NCc3ccccc3)O[C@@H]1CO2,17,0.8,-7,-1
COc1ccc2c3c(n(C)c2c1)[C@@H](CO)NCC31CCN(C(=O)Nc2ccccc2F)CC1,·,-0.9,10,-56
C[C@H]1CN([C@@H](C)CO)C(=O)c2cccc(NC(=O)Nc3ccc4c(c3)OCO4)c2O[C@H]1CN(C)Cc1ccc(-c2ccccc2)cc1,22,-1.4,3,-12
C[C@H]1CCCCO[C@H](CN(C)Cc2ccc(C(=O)O)cc2)[C@@H](C)CN([C@@H](C)CO)C(=O)c2cc(NC(=O)Cc3ccccc3)ccc2O1,-5,0.1,2,42
COCC(=O)N(C[C@@H]1N[C@@H](CO)[C@H]1c1ccc(-c2ccccc2)cc1)C(C)C,-103,3.1,-5,-4
COCC(=O)Nc1ccc2c(c1)C(=O)N(C)[C@H]1CC[C@@H](CC(=O)NCCCN(C)C)O[C@H]1CO2,-36,7.1,-10,-15
O=C(Nc1ccc(F)cc1)N[C@H]1CC[C@H](CCn2cc(-c3ccc(F)cc3)nn2)O[C@@H]1CO,-17,-0.8,0,-7
O=C(C[C@@H]1CC[C@H]2[C@@H](COC[C@H](O)CN2S(=O)(=O)c2cccc(F)c2)O1)NCc1ccncn1,2,1.3,7&-4,-12
C[C@H]1CN([C@@H](C)CO)S(=O)(=O)c2ccc(-c3cccc(C(=O)N(C)C)c3)cc2O[C@@H]1CN(C)C(=O)Nc1ccc(F)cc1,18,?,-5,-39
O=S(=O)(Cc1ccccc1)N1[C@@H]2CNC[C@H]1C2c1ccc(-c2ccccc2)cc1 (stereo partly drawn),·,-2.2,45,-23
Cc1ccccc1S(=O)(=O)N1CC(=O)N2[C@@H](CO)[C@H](c3ccc(C#Cc4ccccc4)cc3)[C@@H]2C1,·,-2.9,-3,-12
C[C@@H]1CN([C@@H](C)CO)C(=O)c2cc(NC(=O)C3CC3)ccc2O[C@H]1CN(C)Cc1ccc(Oc2ccccc2)cc1,57,1.2,0,-27
COc1ccc(OC(=O)N(C)C[C@@H]2OCc3cn(nn3)CCCC(=O)N([C@@H](C)CO)C[C@@H]2C)cc1,-19,0.0,·,-12
C/C=C/c1ccccc1[C@H]1[C@@H](C#N)N(C(C)=O)[C@@H]1CO,·,-0.5,-2,8
COc1ccc(S(=O)(=O)N(C)C[C@@H]2OCCCC[C@@H](C)Oc3ccc(NC(=O)Nc4c(C)noc4C)cc3C(=O)N([C@@H](C)CO)C[C@H]2C)cc1,19,0.6,-8,-50
O=C(C1CCOCC1)N1[C@H](CO)[C@@H](c2ccccc2)C12CN(Cc1cccc(Cl)c1)C2,·,0.2,8,?
COc1ccc2c3c([nH]c2c1)[C@H](CO)NCC31CCN(C(=O)Nc2ccc(F)cc2F)CC1,·,-0.6,10,-75
CNC[C@@H]1Oc2cc(C#Cc3cccc(F)c3)ccc2S(=O)(=O)N([C@@H](C)CO)C[C@H]1C,73,-2.7,-2,-63

Profiles, quoted from the list:
Listed for CCC(=O)Nc1ccc2c(c1)C(=O)N(C)[C@H]1CC[C@@H](CC(=O)NCc3ccccc3)O[C@@H]1CO2 = Tcruzi prolif = 17; GASC1 inh = 0.8; C diff HTS = -7; Pf Dd2 growth = -1
Listed for COc1ccc2c3c(n(C)c2c1)[C@@H](CO)NCC31CCN(C(=O)Nc2ccccc2F)CC1 = Tcruzi prolif = ·; GASC1 inh = -0.9; C diff HTS = 10; Pf Dd2 growth = -56
